Cneo AK release = causes C. neoformans cell lysis | lysis activity, % at 15 µM | hit rate 0.2% among 360,000 | adenylate kinase release luminescence, 4 h; normalised: neutral wells 0, clomiphene wells 100;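 active means mean lysis activity across replicates of at least 80%, whatever share of replicates individually reach that level; inactive means mean lysis activity below 80%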
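read-out = cell lysis signal | test system = log-phase Cryptococcus neoformans yeast cells | input = cells at 5 × 10^6 per mL | medium = fresh YPD growth medium | signal = luminescent adenylate kinase detection reagent | timing = 4 h at 37 °C static, read 1 h later | dosing = single dose | controls = Clomiphene as positive lysis control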
C2C12 statin = suppressors of simvastatin-induced myotoxicity in C2C12 myotubes | ATP luminescence, 48 h; scaled: DMSO 0, geranylgeraniol control 100 | rescue of ATP level, % at 7.49 µM | hit rate 0.78% among 330,000 | AID 602340;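 active means mean ATP rescue above about 67%, or every replicate alone reaching that limit, limit read from the data, passing the limit was not always enough; inconclusive means no clear call, values can overlap the other calls; inactive means mean under the limit and some replicate under it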;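 further: myotubes were challenged with 10 µM simvastatin during compound exposure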
ARNT-TACC3 inh = disruptors of human ARNT/TACC3 interaction. AlphaScreen His-ARNT PAS-B/GST-TACC3 binding, luminescence; TACC3 fragment carries E629A point mutation. AID 623870. inhibition, % at 9.99 µM. hit rate 0.66% among 390,000;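 active means mean inhibition of replicates at least 50% and at least half of replicates each reaching 50%; inconclusive means half or more replicates reach 50% but mean below 50%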;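 further: 0% = complete ARNT plus TACC3 wells and 100% = ARNT alone without TACC3; many hits fall short of the cut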
ERp5 inh = blocks human ERp5 reductase activity on insulin; Q15084; ERp5 insulin aggregation, absorbance 650 nm, 90 min; inhibition, % at 9.99 µM; hit rate 0.05% among 350,000; AID 651711;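 active means mean replicate inhibition above about 25%, with every replicate also reaching it, limit read from the data, passing the limit was not always enough; inconclusive means only one of those two criteria met; inactive means neither criterion met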
Target sequence (Q15084 whole entry, looked up): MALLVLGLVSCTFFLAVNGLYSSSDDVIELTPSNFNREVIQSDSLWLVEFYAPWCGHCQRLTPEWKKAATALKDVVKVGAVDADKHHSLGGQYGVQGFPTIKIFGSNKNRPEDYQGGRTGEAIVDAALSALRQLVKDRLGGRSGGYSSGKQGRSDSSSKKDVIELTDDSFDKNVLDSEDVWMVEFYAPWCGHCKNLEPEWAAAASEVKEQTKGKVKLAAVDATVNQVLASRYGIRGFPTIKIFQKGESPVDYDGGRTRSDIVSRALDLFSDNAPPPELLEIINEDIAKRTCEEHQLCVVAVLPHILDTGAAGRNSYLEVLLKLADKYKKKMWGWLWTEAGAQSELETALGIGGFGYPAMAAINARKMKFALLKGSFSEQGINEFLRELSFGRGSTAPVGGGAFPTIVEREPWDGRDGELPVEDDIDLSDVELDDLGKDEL
esBAF inh = blocks esBAF chromatin remodeling in mouse ES cells. Bmi1-luciferase knock-in reporter, 24 h; 100% = twice the neutral-well signal. reporter increase, % at 12.5 µM. hit rate 2% among 350,000. AID 602393; in the data active means activation above about 40%; inconclusive means no clear call, values can overlap the other calls;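 further: 0% = median of the plate's neutral control wells and 100% = double that signal; a rise in the Bmi1 reporter signal indicates esBAF inhibition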
SIRT5 inh = blocks human SIRT5 desuccinylation of peptide | Q9NXA8 | Purified SirT5, succinyl-peptide AMC, trypsin-coupled fluorescence | inhibition, % at 15 µM | hit rate 1.1% among 330,000 | AID 652115; in the data active means inhibition above about 15%; inconclusive means no clear call, values can overlap the other calls
Target sequence (Q9NXA8 whole entry, looked up): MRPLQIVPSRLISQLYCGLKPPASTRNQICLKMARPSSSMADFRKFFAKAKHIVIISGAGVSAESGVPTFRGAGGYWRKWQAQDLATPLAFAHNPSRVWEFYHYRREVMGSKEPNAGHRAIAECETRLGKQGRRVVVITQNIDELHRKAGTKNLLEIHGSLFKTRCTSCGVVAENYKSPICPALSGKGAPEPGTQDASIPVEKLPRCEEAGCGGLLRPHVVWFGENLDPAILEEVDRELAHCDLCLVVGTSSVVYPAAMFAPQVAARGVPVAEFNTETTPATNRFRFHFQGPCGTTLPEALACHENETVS
miR-122 sensor = inhibitors of miR-122 in Huh7 cells. Huh7 miR-122 Renilla luciferase sensor, 48 h; neutral wells = 0, positive control = 100. activation (reporter increase), % at 12.5 µM. hit rate 0.3% among 340,000;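 active means mean replicate activation score at least 90 and every replicate individually at or above 90; inconclusive means only one of the two criteria met; inactive means neither criterion met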;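 further: higher luciferase means less miR-122 activity so hits act as miR-122 inhibitors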
The depositor's hits bear a star; u = inconclusive; x = not tested or not shown; [ ] = dose if it differs, or a comment. Rows were taken by chance, and some 4% of all compounds hit somewhere here.

canonical_smiles	Cneo AK release	C2C12 statin	ARNT-TACC3 inh	ERp5 inh	esBAF inh	SIRT5 inh	miR-122 sensor
CC(C)n1c(SCC(=O)NCc2ccco2)nnc1C1CC1	2	-2	-4	5	1	-5	0
CCNC(=O)C1CCCN(C(=O)c2cc(F)cc(F)c2)CC1 (stereo unspecified)	12	6	x	0	-1	0	-4
Cc1cccc(NC(=O)CCNS(=O)(=O)c2ccc(Cl)cc2)c1	-6	-31	-1	1	3	-4	x
CC(=O)N(C)C[C@@H]1Oc2ncc(C#C[C@H](C)O)cc2C(=O)N([C@@H](C)CO)C[C@H]1C	5	1	-5	1	4	1	2[16.7 µM]
CCc1nnc(NC(=O)Cc2cc(OC)c(OC)c(OC)c2)s1	2	5	0	1	-11	-4	3
C=CCn1c(COc2cccc3cccnc23)nnc1SCC(=O)OC	1	6	-5	x	5	x	-15
CCOC(=O)COc1ccc2c(c1)c(C(C)=O)c(C)n2-c1ccc(OC)cc1	2	1	-13	2	-5	-1	9
O=C(c1cn(-c2ccccc2)nc1-c1cccs1)N1CCN(c2ccccn2)CC1	-10	19	-9	x	24	x	-2
CCCC(=O)Nc1ccc2c(c1)C(=O)N(C)[C@@H]1CC[C@@H](CC(=O)NCCc3ccncc3)O[C@@H]1CO2	0	0	4	2	-2	-8	2[16.7 µM]
O=S(=O)(c1cccc(F)c1)N1CC[C@@H]2[C@H](CO)Nc3ccc(C#Cc4ccccc4F)cc3[C@@H]21	9	-6	-3	-1	0	3	8[16.7 µM]
Cc1cc2ncn(-c3ncnc4sc5c(c34)CCC(C)C5)c2cc1C (stereo unspecified)	1	18	14	2	-7	2	1
CCOC(=O)CNC(=O)N1CCC(CCC(=O)N(C)Cc2ccccc2)CC1	1	-5	-5	1	-1	2	-5

The list goes on:
canonical_smiles	Cneo AK release	C2C12 statin	ARNT-TACC3 inh	ERp5 inh	esBAF inh	SIRT5 inh	miR-122 sensor
O=C(O)CCCN1C(=O)c2cccc3cccc(c23)C1=O	1	9	-8	4	-4	-31	x
C[C@@H]1CN([C@H](C)CO)C(=O)Cc2cc(NC(=O)CCCCCC(=O)Nc3ccccc3N)ccc2O[C@H]1CN(C)CC1CCCCC1	-6	88*	4	9	-14	x	-8[16.7 µM]
C[C@@H]1CN([C@H](C)CO)C(=O)c2cc(NC(=O)CCC(F)(F)F)ccc2O[C@@H](C)CCCCO[C@@H]1CN(C)C(=O)CCC(F)(F)F	6	x	-7	7	-1	0	-5[16.7 µM]
CCCc1cc(=O)[nH]c(SCC(=O)NC)n1	5	24	6	x	-11	x	-2
O=C(C[C@@H]1CC[C@@H](NC(=O)Nc2ccc(C(F)(F)F)cc2)[C@H](CO)O1)NCc1cccc(F)c1	1	-2	-3	3	6	-4	x
C=CCSc1nnc2n(CCc3ccccc3)c(=O)c3c4c(sc3n12)COC(C)(C)C4	0	3	-3	x	1	x	-2
O=C(Cn1cc(C(=O)c2cccs2)c2ccccc21)NC1CCCCC1	7	x	-1	x	3	x	7
CC(C)NC(=O)c1cc(C2CCCCN2C(=O)c2ccc(C#N)cc2)on1 (stereo unspecified)	-2	-4	x	-1	-2	x	-3
Cc1ccc(N(CC(=O)Nc2ccc(C)cc2C)S(=O)(=O)N2CCCC2)cc1	-9	2	0	x	-2	x	0
CC(NC(=O)CCN1C(=O)c2ccccc2C1=O)c1ccc2c(c1)CCCC2 (stereo unspecified)	2	8	-5	u	-3	-5	-12
CCOC(=O)c1cc(-c2csc(Nc3c(C)cc(C)cc3C)n2)on1	x	x	-1	4	x	0	x
C=CCN1C(=O)C2(OCCCO2)c2cc(C)ccc21	3	1	0	2	-2	0	-7

Remaining list, next part.
canonical_smiles	Cneo AK release	C2C12 statin	ARNT-TACC3 inh	ERp5 inh	esBAF inh	SIRT5 inh	miR-122 sensor
Cc1ccc(OCC(=O)Nc2ccc(N3CCN(C(=O)c4ccco4)CC3)cc2)cc1	x	x	-39	3	x	-3	x
NC(=O)c1ccc(SCC(=O)OCC(=O)N2CCCC2=O)c([N+](=O)[O-])c1	3	-6	-5	-6	4	-7	x
COC(=O)CSc1nc2ccc(NC(C)=O)cc2s1	-7	1	-14	x	-6	x	0
CC(NC(=O)c1ccc(S(=O)(=O)N(C)C)cc1)c1ccccc1 (stereo unspecified)	-3	-23	-2	x	-2	x	-6
O=[N+]([O-])c1ccc(NCc2ccccc2N2CCC(CO)CC2)nc1	1	3	-4	6	-1	3	x
O=C(O)Cn1nnnc1SCC(=O)Nc1ccc(F)cc1F	0	9	-3	3	-3	-7	-3
CCN1C(=O)c2cccc3cccc1c23	-1	17	8	-1	-4	-2	-5
O=C(CN1CCN(c2ncccn2)CC1)NCc1ccc2c(c1)OCO2	1	-5	-8	1	4	1	-9
Cc1c(C=O)c2ccccc2n1CC(=O)NCc1ccccc1	x	0	1	-4	3	-5	x
COc1cccc(NC(=O)N(C)C[C@@H]2OCc3ccccc3-c3ccccc3C(=O)N([C@@H](C)CO)C[C@H]2C)c1	-4	x	3	1	6	-10	x
O=S(=O)(N[C@H]1CC[C@@H](CCn2cc(-c3cccnc3)nn2)O[C@H]1CO)c1ccccc1	-2	-4	1	-5	-2	11	x
CC(Sc1nnc2ccccn12)C(=O)Nc1ccc(N2CCOCC2)cc1 (stereo unspecified)	0	3	-8	6	4	-6	2

(further entries)
canonical_smiles	Cneo AK release	C2C12 statin	ARNT-TACC3 inh	ERp5 inh	esBAF inh	SIRT5 inh	miR-122 sensor
CC(=O)c1cccc(NC(=O)c2ccc3c(Cl)c4c(nc3c2)CCCC4)c1	x	x	-20	4	x	-1	x
Cc1c(C(=O)NCc2ccccc2C(F)(F)F)sc(=O)n1Cc1ccc2c(c1)OCO2	1	21	x	0	3	x	x
O=C(N/N=C1\CC2CC=CC12)c1ccc(COc2ccccc2)cc1 (stereo unspecified)	-1	7	1	3	-2	-3	2
Cc1cc(N2C(=O)C(O)=C(C(=O)c3ccc(C)o3)C2c2cccc(Cl)c2)no1 (stereo unspecified)	5	8	x	12	-4	x	-1
NC(=O)NC(=O)COC(=O)/C=C/c1cccs1	1	-8	4	0	-6	-3	-5
C[C@@H]1CN([C@H](C)CO)C(=O)c2cc(NC(=O)CCC(F)(F)F)ccc2O[C@@H]1CN(C)C(=O)Nc1ccc(C(F)(F)F)cc1	-1	-12	-4	-2	-3	1	-7[16.7 µM]
O=C(Nc1nccs1)C1CCN(S(=O)(=O)c2ccc(F)cc2)CC1	0	7	-5	11	-3	-3	1
ON=C1c2ccccc2-c2ccc(F)cc21	1	-2	3	7	6	-2	x
Cc1noc(C)c1NC(=O)NCC[C@@H]1CC[C@H](NC(=O)c2ccncc2)[C@@H](CO)O1	40	11	9	-2	3	10	x
COc1ccccc1NC(=O)N1C[C@@H](O)COC[C@@H]2O[C@@H](CC(=O)NCCc3ccccc3)CC[C@H]21	1	8	1	-13	-2	-4	0[16.7 µM]
c1cncc(-c2nc(N3CCOCC3)c3c4c(sc3n2)CCC4)c1	3	-7	-4	4	3	-14	3
COc1ccccc1CNC(=O)COC(=O)c1ncc(Cl)c(Cl)c1Cl	0	5	-5	-5	x	-8	-8

(cont.)
canonical_smiles	Cneo AK release	C2C12 statin	ARNT-TACC3 inh	ERp5 inh	esBAF inh	SIRT5 inh	miR-122 sensor
CCn1c(CCCOc2ccc(Cl)cc2Cl)n[nH]c1=S	15	12	-6	9	13	1	0
Cc1ccc(S(=O)(=O)N(C)C[C@H]2OCCCC[C@@H](C)Oc3ccc(NC(=O)Nc4c(C)noc4C)cc3C(=O)N([C@@H](C)CO)C[C@H]2C)cc1	1	x	5	5	-4	7	2[16.7 µM]
COc1ccc(CCNC(=O)CSc2cn(Cc3cccc(C)c3)c3ccccc23)cc1OC	0	6	-1	1	-11	0	1
COc1ccc(N2CCN(CCS(=O)(=O)c3cc(Cl)ccc3Cl)CC2)cc1	2	1	x	1	-8	1	17
OC[C@@H]1[C@@H](c2ccc(C#Cc3ccccc3F)cc2)[C@@H]2CN(CC3CCOCC3)CCCCN12	8	10	5	-4	-4	-1	-1[16.7 µM]
COc1ccc([C@@H]2[C@H]3C(=O)N(c4cccc(C(F)(F)F)c4)C(=O)[C@H]3ON2C)cc1	8	-12	3	x	7	x	2
NC(CSC(c1ccccc1)(c1ccccc1)c1ccc2c(c1)OCO2)C(=O)O (stereo unspecified)	-1	0	x	-2	4	-1	1
COc1ccc(/C=C2\SC(=N)N(c3ccc(F)cc3)C2=O)cc1OC	x	x	-20	-4	x	3	x
COC(=O)c1c(C)[nH]c(C=O)c1-c1ccccc1	1	x	x	-2	x	-2	-8
Nc1cc(=O)n(Cc2ccccc2)c(=O)n1Cc1ccccc1	x	x	-6	-1	x	-3	x
CCn1c(C)nnc1SCC(=O)Nc1ccc(OC)cc1	-2	11	x	0	-5	x	-7
O=C(c1noc2c1CCCC2)N1CCC(CO)(Cc2ccccc2Cl)CC1	-4	4	-11	-1	8	-3	1

More structures:
canonical_smiles	Cneo AK release	C2C12 statin	ARNT-TACC3 inh	ERp5 inh	esBAF inh	SIRT5 inh	miR-122 sensor
Cc1ccc(S(=O)(=O)N(C)C[C@@H]2Oc3c(NC(=O)c4cnccn4)cccc3C(=O)N([C@H](C)CO)C[C@@H]2C)cc1	-1	-43	-10	2	-4	-1	-1[16.7 µM]
COc1ccc(NC(=O)c2ccc(-c3ccc(OC)cc3)s2)cc1	x	x	22	0	x	-3	x
CC(C(=O)O)N1CCCCC1 (stereo unspecified)	-1	x	-3	-3	x	-3	5
Cc1cc(OC(C)C(=O)Nc2cccnc2)ccc1Cl (stereo unspecified)	0	-6	4	0	-7	-5	-3
COCC(=O)Nc1cc(C(=O)Nc2ccccc2C)ccc1Cl	0	21	-13	x	10	x	-4
O=C(NNC1CC(=O)N(c2ccc(Br)cc2)C1=O)c1cccnc1 (stereo unspecified)	x	x	-5	1	x	-2	x
C/C(CC(=O)NC(C)(C)C)=N\NC(=O)c1ccccc1N	x	x	-1	0	x	-10	x
C[C@@H]1CN([C@H](C)CO)C(=O)c2cc(NC(=O)Cc3ccccc3)ccc2O[C@@H](C)CCCCO[C@H]1CN(C)C(=O)C1CCCCC1	1	9	0	-8	7	4	-13[16.7 µM]
O=C(Nc1ccc2ccccc2c1)c1cccc(F)c1	-4	-2	-16	-1	50*	-3	-3
CN(C(=O)COC(=O)c1cccc(S(=O)(=O)N2CCCCCC2)c1)C1CCS(=O)(=O)C1 (stereo unspecified)	1	-1	x	-3	x	1	x
O=C(O)c1cc(-c2ccc(Cl)c(Cl)c2)n(-c2ccc(F)cc2)n1	-2	5	-3	2	-4	3	-6
NC(=O)N/N=C/c1ccc(OCc2cccc(Cl)c2)cc1	x	x	3	1	x	2	x

Record cards, from the list above:
CC(C(=O)O)N1CCCCC1 (stereo unspecified) in the list: Cneo AK release = -1; C2C12 statin = x; ARNT-TACC3 inh = -3; ERp5 inh = -3; esBAF inh = x; SIRT5 inh = -3; miR-122 sensor = 5
O=C(Nc1ccc2ccccc2c1)c1cccc(F)c1 in the list: Cneo AK release = -4; C2C12 statin = -2; ARNT-TACC3 inh = -16; ERp5 inh = -1; esBAF inh = 50*; SIRT5 inh = -3; miR-122 sensor = -3

Carrying on:
canonical_smiles	Cneo AK release	C2C12 statin	ARNT-TACC3 inh	ERp5 inh	esBAF inh	SIRT5 inh	miR-122 sensor
CC(C)OC(=O)c1c(NC(=O)CCC(=O)O)sc2c1CCCCC2	x	x	-1	-3	x	1	x
COc1ccc(OCc2nnc(SCC(=O)NC3CC4CCC3C4)o2)cc1 (stereo unspecified)	4	-5	-4	1	0	-1	-3
CC(=O)CCSc1nnc(-c2cccc(S(=O)(=O)N3CCOCC3)c2)o1	x	-10	-16	-1	-6	8	x
CCc1cc(=O)oc2cc(C)cc(OC(C)C(=O)NCCCN3CCCC3=O)c12 (stereo unspecified)	x	1	2	7	-3	-1	1
O=C(NC1CCCCC1)c1ccc(-c2cccc([N+](=O)[O-])c2)o1	0	x	-4	0	x	-2	x
O=C(CN1CCOCC1)NCC[C@H]1CC[C@H](NC(=O)c2ccc3c(c2)OCO3)[C@H](CO)O1	-3	-16	-16	-2	-1	0	x

Screening data: PubChem BioAssay, Broad Institute
